# TDP-43 yeast inh: rescues yeast growth from TDP-43 toxicity. Potency, µM (doses to about 46.1 µM), without a hit: at the highest dose growth rescue (activation), hits mostly activators. AID 652104. 410,000 tested, 1.8% active. TDP-43 expressing yeast growth rescue, BacTiter-Glo, 24 h; further: potency means the concentration at half of the fitted maximal effect; % of control where 0% means no effect; nearly all actives have a fitted effect of over 50% in size
#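 Yeast cells expressing TDP-43 under galactose induction are exposed to compounds for 24 hr at 30 deg C. BacTiter-Glo luminescence measures growth, so protective compounds score as activators.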
# pAkt inh: blocks phosphorylation of Akt; Neuro2A IGF-stimulated pAkt S473 HTRF, 20 min; stronger effect = lower value; activity change, % for hits at 50 µM; 360,000 tested, 0.32% active; AID 651550; in the data active means activity change below about -80%; inconclusive means mostly about -51% to -80%; further: on the % scale 0 is the no-effect control and ±100 the full control effect
#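 Neuro2A cells in DMEM with 0.5% FBS, overnight at 37 deg C, given compound at single 50 µM final, then IGF (6 nM final) for 20 min at 37 deg C. Lysed; phospho-Akt Ser473 by HTRF after 24 h, 665/615 ratio.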
# FUS yeast rescue: FUS proteinopathy suppression in yeast; S. cerevisiae FUS-expressing, growth rescue, OD600, 24 h; Potency, µM (highest dose often 76.6 µM), without a hit: top-dose growth rescue (activation), actives largely listed as activators; 390,000 tested, 0.24% active; AID 1347120;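 further: potency means the concentration at half of the fitted maximal effect; plate controls were DMSO vehicle for no effect and reference control for full effect; nearly all actives have a fitted effect of over 55% in size; some results filed as inactive show a strong effect at the top dose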
#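 S. cerevisiae expressing FUS from galactose induction served as the toxicity model. Growth after 24hr at 30C, read as absorbance at 600 nm, indicates suppression of toxicity; compounds dosed at several concentrations.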
# Abeta rescue: compounds reversing amyloid beta toxicity in yeast; Potency, µM (titrated, usually from 46.1 µM), without a hit: at the highest dose growth rescue, hits mostly activators; yeast expressing A-beta42, growth rescue, OD600, 48 h; response scale: 0% DMSO, 100% iron-clioquinol control; AID 1347071; 410,000 tested, 0.063% active; further: potency means the concentration at half of the fitted maximal effect; nearly all actives have a fitted effect of over 55% in size
#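 Growth rescue measured by 600 nm absorbance after 48 h yeast culture at 30 C with compound. Values normalized between DMSO and an equimolar ferric chloride plus clioquinol control.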
# Mm-Cpn inhibitor: inhibitors of Methanococcus maripaludis chaperonin (MmCpn); 330,000 tested, 0.031% active; purified Mm-Cpn ATPase, ADP Transcreener TR-FRET; Potency, µM (highest dose often 76.9 µM), inactives show at the highest dose activity, negative = inhibition, actives largely listed as inhibitors; AID 504842; further: potency means the concentration at half of the fitted maximal effect; on the % scale 0 is the no-effect control and ±100 the full control effect; nearly all actives have a fitted effect of over 80% in size
#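 TR-FRET (320 nm excitation; 590 and 665 nm emission) reports ADP made from 10 uM ATP by 25 nM enzyme; compounds were preincubated 10 min, reaction run 30 min, both at 37°C.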
# HEK293 tox: cytotoxic in the GLP-1 receptor inverse agonist counter-screen; HEK293 cAMP-luciferase reporter cells, luminescence, 24 h; AID 624418; 410,000 tested, 0.13% active; Potency, µM (doses to about 38.3 µM), for the others: top-dose activity change, negative = inhibition, usual class: inhibitors;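 further: loss of luciferase light is scored as toxicity; potency means the concentration at half of the fitted maximal effect; on the % scale 0 is the no-effect control and ±100 the full control effect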
#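 Step one: seed cells (200 cells/uL, DMEM with 10% Nu serum, 1% pen-strep). Step two: 12-hour incubation at 37 deg C. Step three: pin 23 nL compound, incubate 24 hr. Step four: add luciferase reagent, read luminescence 12 min later.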
# GLP-1R inv ag: inverse agonists of human GLP-1 receptor. 410,000 tested, 1.6% active. HEK293 GLP-1R CRE-luciferase, luminescence, 24 h; GLP-1R form is constitutively active. AID 624417. P43220. Potency, µM (titrated, usually from 38.3 µM), inactives show at the highest dose activity change, negative = inhibition, hits mostly inhibitors; further: potency means the concentration at half of the fitted maximal effect; on the % scale 0 is the no-effect control and ±100 the full control effect; nearly all actives have a fitted effect of over 55% in size
# Target sequence (P43220 whole entry, looked up): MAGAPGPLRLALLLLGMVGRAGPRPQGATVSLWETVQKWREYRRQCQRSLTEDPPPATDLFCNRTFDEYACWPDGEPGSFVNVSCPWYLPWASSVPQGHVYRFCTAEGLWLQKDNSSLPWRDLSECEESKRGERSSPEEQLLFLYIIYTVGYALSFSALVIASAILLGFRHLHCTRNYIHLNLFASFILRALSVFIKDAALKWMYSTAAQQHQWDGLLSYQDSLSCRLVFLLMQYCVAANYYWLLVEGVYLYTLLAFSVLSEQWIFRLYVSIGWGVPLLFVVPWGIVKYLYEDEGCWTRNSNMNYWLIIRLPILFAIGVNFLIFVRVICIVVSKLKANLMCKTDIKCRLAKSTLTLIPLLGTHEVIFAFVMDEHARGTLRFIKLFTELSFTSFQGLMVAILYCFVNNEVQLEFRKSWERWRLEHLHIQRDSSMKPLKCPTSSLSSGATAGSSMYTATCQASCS
#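 Constitutively active GLP-1R drives a cAMP-responsive luciferase in stably transfected HEK293 cells; test compounds are added after overnight (12 h) attachment and left 24 hr, and signal loss in luminescence marks inhibition.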
# PTHR1 ag: activates the human parathyroid hormone receptor PTHR1. Q03431. HEK293 GP2 PTHR1 cells, GloSensor cAMP luminescence, 1 h. Potency, µM (titrated, usually from 115 µM), for the others: at the top dose activation, actives largely listed as activators. 410,000 tested, 0.075% active; further: potency means the concentration at half of the fitted maximal effect; nearly all actives have a fitted effect of over 55% in size; some results filed as inactive show a strong effect at the top dose; inactives centre near -15; many of its hits are not listed in these tables
# Target sequence (Q03431 whole entry, looked up): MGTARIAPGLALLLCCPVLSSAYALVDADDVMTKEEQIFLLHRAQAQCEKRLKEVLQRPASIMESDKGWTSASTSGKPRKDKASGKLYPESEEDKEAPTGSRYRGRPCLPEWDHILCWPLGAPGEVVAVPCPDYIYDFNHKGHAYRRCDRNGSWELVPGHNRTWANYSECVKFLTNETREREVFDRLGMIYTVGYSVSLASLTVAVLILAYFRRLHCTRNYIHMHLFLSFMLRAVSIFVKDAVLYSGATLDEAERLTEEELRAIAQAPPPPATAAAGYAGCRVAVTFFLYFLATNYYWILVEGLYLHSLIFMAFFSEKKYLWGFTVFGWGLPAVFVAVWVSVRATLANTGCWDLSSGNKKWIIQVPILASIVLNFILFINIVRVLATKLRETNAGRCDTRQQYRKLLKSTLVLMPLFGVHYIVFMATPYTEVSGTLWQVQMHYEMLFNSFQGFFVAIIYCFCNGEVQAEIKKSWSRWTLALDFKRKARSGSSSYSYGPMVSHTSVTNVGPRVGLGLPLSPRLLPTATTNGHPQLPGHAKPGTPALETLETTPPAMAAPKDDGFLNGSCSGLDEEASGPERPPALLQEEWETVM
#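 HEK-293-derived GP2 cells expressing PTHR1 and a GloSensor cAMP reporter, 3,000/well, plated overnight, given luciferin plus IBMX (each 0.5 mM as added) for 1 h at 37 °C, then compound for 1 h at 37 °C. Luminescence was read after 15 min at room temperature.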
# aSyn rescue: alpha-synuclein toxicity inhibition in yeast; AID 652106; 370,000 tested, 0.14% active; Potency, µM (titrated, usually from 46.1 µM), without a hit: at the highest dose growth rescue (activation), usual class: activators; Yeast expressing alpha-synuclein, growth rescue, BacTiter-Glo, 24 h; further: potency means the concentration at half of the fitted maximal effect; % of control where 0% means no effect; nearly all actives have a fitted effect of over 65% in size
#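 Galactose-induced alpha-syn yeast (OD600=0.02, raffinose-pregrown) + pinned cpd, 24 hr, 30 deg C; growth by BacTiter-Glo luminescence. Growth restoration scores as activation.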
# Numbers without * were called inactive; i = inactive; ? = inconclusive; / = not tested or not shown; & = joins results of further samples; [ ] = remark or other dose. Unless noted, the call rests on the fitted dose curve; in most records, active means well fitted curve in the direction sought with a large enough effect; inconclusive means small, poorly fitted or top-dose-only effect, or another doubt; inactive means no such curve, though single readings can be large; an effect the other way counts as inactive or inconclusive. Only part of the results is shown, so the mix of outcomes need not match the whole.
# Preview, 2 compounds:
SMILES,TDP-43 yeast inh,pAkt inh,FUS yeast rescue,Abeta rescue,Mm-Cpn inhibitor,HEK293 tox,GLP-1R inv ag,PTHR1 ag,aSyn rescue
COc1ccc(NC(=O)NC2CCCc3ccccc32)c(OC)c1 (configuration not stated),-4%,i,-12%,16%,1%,-14%,?,-9%,4%
COCCn1c(Sc2nc(C)cs2)nc2c1c(=O)[nH]c(=O)n2C,-2%,i,-6%,-1%,-2%,3%,41%[activator],i,2%

# The whole of this part (from the top)
SMILES,TDP-43 yeast inh,pAkt inh,FUS yeast rescue,Abeta rescue,Mm-Cpn inhibitor,HEK293 tox,GLP-1R inv ag,PTHR1 ag,aSyn rescue
COc1ccc(NC(=O)NC2CCCc3ccccc32)c(OC)c1 (configuration not stated),-4%,i,-12%,16%,1%,-14%,?,-9%,4%
COCCn1c(Sc2nc(C)cs2)nc2c1c(=O)[nH]c(=O)n2C,-2%,i,-6%,-1%,-2%,3%,41%[activator],i,2%
Cc1csc(SCC(=O)NC(=O)Cc2ccccc2)n1,-20%,i,/,7%,1%,-12%,22%,i,-2%
COc1ccc(C2C(C(=O)c3ccco3)=C(O)C(=O)N2CCN2CCOCC2)cc1 (configuration not stated),-13%,i,4%,-19%,1%,2%,10%,i,0%
Cc1cc(=O)oc(C)c1C(=O)NC1CC(C)(C)NC(C)(C)C1,3%,i,-5%,2%,-2%,12%,14%,-14%[57.5 µM],-2%
O=C(/C=C/c1c(Cl)cccc1Cl)N1CCN(c2ncccn2)CC1,11µM*,i,22%,-9%,1%,8%,23%,i,?
CCCOc1ccc(C(=O)CCNc2ccc(C)c(Cl)c2)cc1,-14%,i,-15%,-25%,-3%,6%,2%,i,0%
NS(=O)(=O)c1ccc(NC(=O)c2cc(-c3cccs3)nc3ccccc23)cc1,-7%&4%,i,-26%&27%,-9%&-4%,-8%,14%&2%,1%&35%,-18%&-2%,-9%
CC(=O)Nc1cccc(-c2nc3ccccc3n2C(C(=O)NC(C)(C)C)C2CC2)c1 (configuration not stated),?,i,-6%,-5%,/,-6%,9%,-22%,-1%
COc1ccc(S(=O)(=O)NCC2CCC(C(=O)NCc3cccnc3)CC2)cc1 (configuration not stated),3%,i,20%,-9%,4%,9%,?,-2%,-6%
CCC(C)(C)n1nnnc1C(c1ccc(C)cc1)N1CCCC1 (configuration not stated),-15%,i,-5%,14%,-2%,-11%,0%,-12%,-4%
COc1ccccc1NC(=O)Nc1ccccc1SC,17%,i,-1%,-1%,-1%,1%,?,-11%,-2%
CC1(OC(=O)CCc2ccccc2)C(=O)C=C2C=C3CCCN3C=C2C1=O (configuration not stated),0%,i,?,-19%,2%,0%,-3%,-18%,-2%
CN1CCN(C(=O)CSc2nnc(COc3ccc(Cl)cc3)o2)CC1,-1%,i,-14%,-7%,3%,12%,-27%,i,0%
C=CCN(CC=C)CCCOc1ccccc1C(=O)OC,-21%,i,20%,25%,3%,2%,15%,-14%,-11%
CCN1C(=O)N(c2cccc3ccccc23)C(C)=CC1(C)C,7%,i,-26%,15%[9.22 µM],-7%,-7%,?,-20%,8%
COc1ccc(CNc2nc(Cl)c(C#N)s2)cc1,0%,i,-24%,0%,1%,-17%,5%,i,6%
CCn1cc(C(=O)Nc2cccc(C(=O)OC)c2)c(=O)c2ccc(C)nc21,-25%,i,-5%,-10%,0%,56%[activator],13%,13%[57.5 µM],3%
COc1ccc2c(c1)c1c(c(=O)n(-c3ccccc3C)c(=O)n1CC(=O)NCc1ccc(C)cc1)n2C,11%,/,13%,-18%,/,-11%,-10%,-18%,/
O=C1CC(c2ccccc2Cl)=NN(c2ncnc3ccccc23)C1=O,-2%,i,10%,10%,1%,-3%[0.307 µM],-12%[0.307 µM],i,-2%
Oc1c(C(c2ccccc2Cl)N2CCOCC2)sc2nc(-c3ccco3)nn12 (configuration not stated),4%,/,7%,-4%,/,-8%,-3%,i,/
COc1ccc(Cn2c(CNS(=O)(=O)c3ccc(Cl)s3)nc3cccnc32)cc1,14%,/,-13%,-1%,/,-6%,-15%,-76%[inhibitor],/
CC(=O)Nc1ccc(CN2CCCCCC2)cc1,5%,i,-14%,-9%,1%,2%,8%,-19%,0%
CCOc1cccc(NC(=O)/C(C#N)=C\c2cn(CC(=O)O)c3ccccc23)c1,12%,i,-4%,-5%,-3%,?,15%,i,0%
CN1CCN(CC(O)COCc2ccc3c(c2)OCO3)CC1 (configuration not stated),-8%,i,22%,10%,1%,5%,40%[activator],-13%[57.5 µM],0%
O=c1ccc2cc(S(=O)(=O)Nc3ccc(OC(F)(F)F)cc3)ccc2[nH]1,0%[9.22 µM],/,-13%,12%,/,15%,4%,-19%,/
CCOC(=O)c1c(C)n(C)c2ccc(OC(=O)c3ccc(N4C(=O)CCC4=O)cc3)cc12,-3%,i,7%,7%,2%,0%[1.53 µM],33%[activator],-11%,4%
COc1ccc(NC(=O)CSc2nccn2-c2ccccc2)c(OC)c1,20%,i,2%,2%,-3%,-14%,-17%,-7%,8%
CC1CC(C)CN(C(=O)CCc2ccccc2)C1 (configuration not stated),4%[9.22 µM],i,17%,-2%,3%,9%[7.66 µM],-3%[7.66 µM],i,-7%
Cc1ccc(SCc2nc(-c3ccccc3)no2)cc1,8%,i,-5%,3%,-1%,12%,-30%,-10%,-13%
COc1cccc(-c2nn(C)c3sc(C(=O)N4CCN(c5cccc(C(F)(F)F)c5)CC4)cc23)c1,7%,/,?,-6%,/,-3%,?,i,/
O=C(NCc1ccccc1)c1ccc(CS(=O)(=O)c2ccc(Br)cc2)o1,-4%,i,-3%,-2%,1%,-10%,-17%,-7%,0%
O=C(CCn1c2c(c3ccccc31)CCCC2)NNC(=O)c1ccc([N+](=O)[O-])cc1,-6%,i,?,0%,3%,-9%,?,-3%,18%
Cc1ccc(-c2cc(-c3ccccc3)nc(N)c2C#N)o1,23%,i,16%,-2%,0%,-13%,48%[activator],i,0%
CNC[C@H]1Oc2ccc(NC(=O)Nc3ccc4c(c3)OCO4)cc2C(=O)N([C@H](C)CO)C[C@@H]1C,-9%,i,?,-15%,-2%,0%,18%,9%,-3%
CS(=O)(=O)c1cnc(-c2ccccc2)nc1-c1ccccc1Cl,-5%[9.22 µM],i,13%,-4%,0%,0%[7.66 µM],-14%[7.66 µM],i,1%
O=c1cc(O)nc(SCc2ccccc2)n1-c1ccc(Cl)cc1,/,i,34%,10%,0%,-13%,?,-34%[inhibitor],0%
O=C(Nc1cccc(S(=O)(=O)NCc2ccco2)c1)c1cccc(Cl)c1,20%,i,-2%,8%,-19%,1%,-2%,-12%,-9%
CC(=O)c1cccc(NC(=O)C2CC(=O)N(c3ccc4c(c3)OCCO4)C2)c1 (configuration not stated),-3%,i,/,-2%,1%,-1%,8%,-5%,-3%
COc1ccc(C(=O)NC2CCc3ccccc32)cc1OC1CCN(C(C)C)CC1 (configuration not stated),15%,i,/,-7%,-4%,2%,-29%,-10%,-1%
Cc1ccccc1-n1nc2c(c1NC(=O)c1ccc(Br)o1)CSC2,9%,i,/,10%,-10%,2%,?,-11%,5%
Cc1ccc(-c2nc(N)n(S(C)(=O)=O)n2)cc1,-7%,i,28%,-16%,0%,2%,36%[activator],-12%[57.5 µM],-6%
Cc1sc(NC(=O)CCC(=O)O)c(C(N)=O)c1-c1ccccc1,12%,i,-3%,2%,2%,2%,4%,i,-20%
O=C(Nc1ccc(F)cc1F)c1ccc2nc(N3CCOCC3)sc2c1,23%,i,-12%,-7%,-6%,?,7%,-37%[inhibitor],-6%
Cc1cccc(Nc2nnc(SCC(=O)c3ccc(O)cc3O)s2)c1,-3%,i,17%,1%,0%,-22%,?,-51%,-3%
CC1CCCN(CC(O)CN2CCN(CC(O)CN3CCCC(C)C3)C(C)C2)C1 (configuration not stated),-13%,i,-25%,-7%,/,-40%,?,-1%,1%
CCCCOc1ccc(C(=O)NCCc2sc(-c3cccc(F)c3)nc2C)cc1,?,/,5%,-9%,/,-4%,?,-35%[inhibitor],/
S=c1[nH]ncn1/N=C/c1ccccc1,16%,i,-14%,31%,-24%,-15%,0%,i,12%
Cc1ccc(OCCCC(=O)Nc2ccc(N3CCOCC3)cc2)cc1,4%,i,14%,-4%,2%,-2%,2%,-11%,3%
COc1ccc2[nH]c(CN3CCN(CC=C(C)C)C(CCO)C3)c(C)c2c1 (configuration not stated),0%,i,25%,-5%,1%,-4%,?,2%,-1%
Oc1ccc(Nc2nnc(-c3ccc(O)cc3)c3ccccc23)cc1,10%,i,38%,-11%,2%,11%,-8%,-9%,-3%
CC1CN(CC(O)COc2ccc(C(C)C)cc2)CC(C)O1 (configuration not stated),1%,i,-1%,-5%,1%,-16%,?,i,-5%
O=C(Nc1ccc2nc(-c3ccco3)[nH]c2c1)c1ccco1,-6%,i,41%,-4%,1%,-2%,14%,i,-6%
Cc1nn(Cc2cccc(C(=O)Nc3ccn(Cc4ccccc4F)n3)c2)c(C)c1[N+](=O)[O-],-22%,i,11%,11%,1%,-18%,4%,-6%[57.5 µM],-6%
COc1cc(/C=N/NC(=O)CNC(=O)c2cccs2)ccc1O,-6%,i,15%,1%,-1%,-2%,4%,i,-16%
Cc1ccc(Cc2c(-c3ccc(C#N)cc3)nc3ccc(Br)cn23)cc1,?,i,27%,-11%,/,-13%,-15%,-33%,-25%

# Compound activity deposited in PubChem by National Center for Advancing Translational Sciences (NCATS).
